Assay outcomes deposited in PubChem by several laboratories.
LAP4-GFP MLPCN = modulators of LAP4-GFP expression in yeast, primary screen, S. cerevisiae, multiplex flow cytometry, MLPCN library | 3 h; median GFP as percent of DMSO wells | GFP response vs DMSO, % at 10 µM | hit rate 0.34% among 320,000 | AID 2023, 2009;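 active = GFP response vs DMSO above a set limit, about the screen mean plus 3 SD, cut at about 150% in these data; inconclusive = under 70 cell events counted for the yeast strain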
Efflux pump mplx = inhibitors of Candida efflux pumps in yeast, primary screen, S. cerevisiae, Nile Red, multiplex | S. cerevisiae Candida pump triplex | inhibition, % at 10 µM | hit rate 0.44% among 330,000;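 active = plate passing quality check with inhibition over a set limit, or well fluorescence over plate mean plus 4 SD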;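 also: Nile Red retained in pooled yeast measured as flow cytometry median fluorescence; 0% = buffer negative control and 100% = Enniatin B positive control; higher means more Nile Red kept so more efflux inhibition; some compounds called inactive have numbers as strong as hits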
CIT2-GFP yeast = modulators of CIT2-GFP expression in yeast, primary screen, S. cerevisiae, GFP fusion, multiplex flow cytometry, MLPCN library; S. cerevisiae CIT2-GFP strain, 3 h; 100 means same as DMSO wells; GFP response vs DMSO, % at 10 µM; hit rate 0.065% among 320,000; AID 2029, 2009;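 active = GFP response relative to DMSO above a set limit, near the screen mean plus 3 SD, cut at about 150% in these data; inconclusive = Fewer than 70 cells measured for a yeast strain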;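 also: ratio of well median GFP fluorescence to mean of DMSO wells on the plate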
CR mimetic SO = reduction of superoxide in aged yeast, primary screen, HTS; S. cerevisiae aged cells, superoxide DHE fluorescence; hits give low values; hit rate 0.18% among 330,000; superoxide response (% of plate mean), % at 10 µM; AID 2690, 2010;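 active = superoxide response under a set limit, about three screen SD below normal, cut at about 65% in these data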;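 also: yeast aged for seven days with compound at 30 °C before DHE staining; 100% = average MFI of all compound-treated wells on the plate with controls excluded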
MEP2 TOR yeast = modulators of MEP2-GFP levels in yeast, primary screen, S. cerevisiae, multiplex flow cytometry, MLPCN library; S. cerevisiae MEP2-GFP strain, 3 h; 100% = DMSO control level; GFP response vs DMSO, % at 10 µM; hit rate 0.51% among 330,000; AID 2016, 2009;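 active = GFP response versus DMSO above a set limit, roughly screen mean plus 3 SD, cut at about 180% in these data; inconclusive = fewer than 70 cells counted for a yeast strain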;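 also: median GFP fluorescence of the barcode-gated MEP2-GFP cells per well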
RPL19A TOR yeast = RPL19A-GFP expression modulators in yeast, primary screen, cell-based, S. cerevisiae, multiplex flow cytometry, MLPCN | S. cerevisiae RPL19A-GFP strain, 3 h; hits give low values | percent response vs DMSO, % at 10 µM | hit rate 0.3% among 330,000 | AID 2025, 2009;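 active = percent response vs DMSO below 50%; inconclusive = fewer than 70 events counted for the yeast strain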;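 also: median channel GFP fluorescence of the barcoded RPL19A-GFP strain; ratio of sample median GFP to plate DMSO average so 100% = DMSO; lower means less RPL19A-GFP as with rapamycin TOR inhibition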
AHR act = AHR activators, primary screen, cell-based, luminescence, luciferase reporter, human; Aryl hydrocarbon receptor (Homo sapiens), P35869; AHR-responsive luciferase reporter cells; activation, % at 5 µM; hit rate 2.5% among 320,000; in the data active = activation above about 47%;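 also: 0% = vehicle wells and 100% = reference agonist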
Target sequence (P35869 whole entry, looked up): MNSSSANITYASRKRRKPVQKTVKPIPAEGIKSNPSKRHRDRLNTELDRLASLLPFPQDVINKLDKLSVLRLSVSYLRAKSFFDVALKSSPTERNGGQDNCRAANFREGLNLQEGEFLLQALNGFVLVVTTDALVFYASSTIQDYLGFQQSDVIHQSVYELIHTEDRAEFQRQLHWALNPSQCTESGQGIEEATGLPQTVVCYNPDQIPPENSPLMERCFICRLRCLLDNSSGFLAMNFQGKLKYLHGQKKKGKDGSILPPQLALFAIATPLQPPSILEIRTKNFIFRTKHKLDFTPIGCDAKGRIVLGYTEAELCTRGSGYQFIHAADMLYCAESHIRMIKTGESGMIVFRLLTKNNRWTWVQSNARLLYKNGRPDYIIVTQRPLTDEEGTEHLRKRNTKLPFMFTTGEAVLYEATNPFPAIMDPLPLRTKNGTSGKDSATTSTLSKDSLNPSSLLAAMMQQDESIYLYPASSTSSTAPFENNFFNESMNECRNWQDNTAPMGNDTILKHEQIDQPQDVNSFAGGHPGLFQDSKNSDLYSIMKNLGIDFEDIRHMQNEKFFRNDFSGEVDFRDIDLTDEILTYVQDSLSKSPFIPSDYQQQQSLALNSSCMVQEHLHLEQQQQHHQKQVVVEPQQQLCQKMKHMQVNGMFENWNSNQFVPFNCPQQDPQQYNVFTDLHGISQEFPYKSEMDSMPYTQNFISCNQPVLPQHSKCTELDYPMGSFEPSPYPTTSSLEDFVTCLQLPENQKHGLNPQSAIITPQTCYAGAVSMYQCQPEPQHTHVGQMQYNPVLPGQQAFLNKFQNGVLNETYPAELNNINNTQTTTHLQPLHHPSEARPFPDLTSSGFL
AGP1 TOR yeast = modulators of AGP1-GFP expression in yeast TOR pathway, primary screen, cell-based, multiplex flow cytometry, S. cerevisiae, MLPCN library. hit rate 0.02% among 320,000. 3 h; GFP as percent of DMSO wells. GFP response vs DMSO, % at 10 µM;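 active = GFP response relative to DMSO above a set limit, near screen average plus 3 SD, cut at about 150% in these data; inconclusive = fewer than 70 cells counted for the yeast strain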;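 also: median GFP channel fluorescence of the gated AGP1 strain per well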
An asterisk follows results filed as active; i = inactive; ? = inconclusive; · = no result given; [ ] = remark or other dose.

SMILES	LAP4-GFP MLPCN	Efflux pump mplx	CIT2-GFP yeast	CR mimetic SO	MEP2 TOR yeast	RPL19A TOR yeast	AHR act	AGP1 TOR yeast
Cc1ccc(CS(=O)(=O)Cc2ccc(C(=O)NCC3CCCO3)o2)cc1 (configuration not stated)	97	-0.1	98	86	104	101	-1	105
O=C(O)/C=C/c1cccc(NS(=O)(=O)c2ccccc2)c1	92	0.0	99	97	99	105	4	92
COc1ccc(NC(=O)CCN2CCN(c3ccccc3F)CC2)c(OC)c1	91	0.0	107	116	104	105	2	99
CC(C)NC(C(=O)Nc1cc(Cl)cc(Cl)c1)c1ccccc1 (configuration not stated)	100	-0.1	93	101	104	99	4	105
Cc1cc2c3c([nH]c2cc1S(=O)(=O)N1CCC2(CC1)OCCO2)CCCC3=O	102	0.0	102	78	106	103	2	102
C/C(=N/NC(=O)c1ccc(Br)o1)c1ccncc1	79	0.0	100	106	93	102	50*	97
CC(C)N1CC(C(=O)Nc2ccc(Cl)c(Cl)c2)CC1=O (configuration not stated)	85	-0.1	105	90	100	101	8	97
O=C1NC(=Nc2ccc(Cl)cc2)SC1Cc1cccc(Cl)c1Cl (configuration not stated)	100	3.9	108	121	102	103	2	102
O=C(Cn1ccc([N+](=O)[O-])n1)NCc1cccnc1	108	0.2	98	114	97	94	2	101
Cc1ccc(C(=O)O)cc1NC(=S)NC(=O)Cc1ccccc1	92	-0.1	85	93	99	97	-2	99
O=C(CC(=O)c1ccccc1)Nc1ccccc1C(F)(F)F	87	0.0	94	101	105	98	2	95
COc1ccc(C(=O)NC2CCN(C(=S)Nc3ccccc3C)CC2)cc1	98	-0.4	100	95	103	98	2	98
CCNC(=O)NC(=O)C(C)Oc1ccc(C(=O)OC)cc1 (configuration not stated)	96	-0.2	98	101	102	98	-1	98
COc1cc(Cl)c(C)cc1NC(=O)CSc1nnc(-c2cccnc2)n1Cc1ccco1	103	0.0	90	106	98	97	1	98
CCCCOc1ccc(N(CC(=O)NC2CCCCC2)C(=O)CCC(=O)Nc2ccccn2)cc1	89	0.4	89	104	95	100	-1	95
CC1CCC2(CC1)NC(=O)N(CC(=O)Nc1nc(-c3ccc(F)cc3)cs1)C2=O (configuration not stated)	97	0.1	94	97	101	98	9	96
CS(=O)(=O)c1ccc(Cl)c(NC(=O)C2CC(=O)N(c3ccc4c(c3)OCCO4)C2)c1 (configuration not stated)	84	0.0	99	88	90	77	0	94
COc1cc(OC)c(OC)cc1CN1CCN(c2ccc(F)cc2)CC1	106	-0.1	107	104	101	99	-1	103
COc1ccccc1Nc1nc(NCCCCO)nc(N2CCCC2)n1	121	-0.1	95	88	94	99	10	83
COc1ccc(S(=O)(=O)N2CCOC23CCN(S(=O)(=O)c2ccc(C)cc2)CC3)cc1	111	0.1	80	99	92	95	1	98
O=C(NC(N1CCCC1)C(Cl)(Cl)Cl)c1ccccc1 (configuration not stated)	94	-0.1	101	102	94	101	2	98
COc1cc2c(cc1OC)CN(C(=O)c1sc(-c3cnccn3)nc1C)CC2	110	-0.1	98	97	98	102	1	105
COc1ccc(-c2ccnc3nc(/N=C/N(C)C)nn23)cc1	98	0.5	92	101	99	92	10	101
Cc1ccccc1SCc1noc(C(=O)NC(C)C)c1C(=O)O	121	-0.1	109	84	94	101	-3	94
N/C(=N\OC(=O)c1ccccc1Br)c1ccc([N+](=O)[O-])cc1	97	-0.1	105	91	107	96	20	92
CCNc1nc(NCC)n2c(SCC(=O)Nc3ccc(NC(C)=O)cc3)nnc2n1	102	-0.1	100	66	104	96	-2	104
Cc1noc(C)c1NC(=O)Nc1cccc2c1O[C@H](CN(C)S(C)(=O)=O)[C@@H](C)CN([C@H](C)CO)C2=O	90	-0.1	101	97	92	101	0	102
Cc1ccc(S(=O)(=O)N2CCN(C(=O)c3cc(-c4cccs4)nn3-c3ccccc3)CC2)cc1	104	0.0	107	84	96	99	3	108
O=C(O)CCCC(=O)N1CC(=O)Nc2ccccc21	85	-0.1	89	94	85	87	1	86
CCOC(=O)Cn1nnnc1C(CC)N(Cc1ccccc1)Cc1cc2cc(C)ccc2[nH]c1=O (configuration not stated)	103	0.1	108	103	106	101	1	111
O=C1/C(=C/Nc2cccc([N+](=O)[O-])c2)CCc2ccccc21	100	0.0	99	95	102	100	40	92
CC(=O)N/N=C\c1cccc(OC/C=C/c2ccccc2)c1	87	0.0	91	138	103	116	·	89
CNc1c(NC(=O)c2ccc3c(c2)OCO3)c(=O)oc2ccccc12	102	0.1	102	94	109	102	6	104
Cc1c(NC(=S)Nc2ccccc2C(F)(F)F)cccc1[N+](=O)[O-]	103	-0.1	97	94	102	101	4	105
CCN(CC)CCN(C(=O)c1ccc(S(=O)(=O)N2CCCCC2)cc1)c1nc2cc3c(cc2s1)OCO3	95	-0.1	98	104	101	104	13	107
CCOc1cc(C)c(Cl)cc1S(=O)(=O)NCCOC	93	-0.5	87	94	98	99	-3	121
Cc1ccccc1NC(=O)CSc1nnc(Cc2ccccc2)o1	96	0.0	106	104	97	100	2	98
COc1cc(C2C(C#N)=C(C)NC3=C2C(=O)c2ccccc23)cc(OC)c1OC (configuration not stated)	107	-0.1	108	109	105	106	113*	110
CCOc1ccc(CNC(=O)c2ccc(NC(=O)C3=CSCCO3)cc2)cc1	97	-0.1	108	73	95	98	-1	104
CC(C)(C)c1cc(=O)n2c(C#N)c(C#N)nc2[nH]1	104	-0.2	103	78	103	103	-3	112
COc1ccc(-c2nnc3ccc(SCC(=O)Nc4cc(C)on4)nn23)cc1OC	97	0.3	97	105	102	105	3	101
N#C/C(=C\c1cccnc1)C(=O)Nc1ccc(SC(F)F)cc1	106	-0.2	97	90	103	105	4	91
CCc1ccc(-c2csc(NC(=O)C3=NN(c4ccccc4)C(=O)CC3)n2)cc1	104	0.0	106	112	106	106	19	101
COC(=O)c1cc(Br)c(=O)n(-c2ccc(OC)cc2)c1	106	-0.2	104	95	105	102	1	102
O=c1cc(-c2ccsc2)oc2cc(-c3ccc4c(c3)OCO4)ccc12	96	-0.3	92	87	97	97	21	99
O=S(=O)(CCc1nc2ccccc2[nH]1)c1ccc(Cl)cc1	90	0.1	101	90	103	100	0	93
O=C(O)CC1CCS(=O)(=O)C1 (configuration not stated)	99	0.1	84	100	94	93	0	99
O=S1(=O)C[C@@H]2N=C(N/N=C/c3ccccc3)S[C@@H]2C1	116	-0.1	114	124	111	108	-4	119
COc1ccc(/C=N/NC(=O)Nc2cccc3nsnc23)cc1OC	93	-0.1	98	112	104	99	5	100
COC1Cc2ccccc2N(C(=O)N2CCN(CCO)CC2)c2ccccc21 (configuration not stated)	80[may fluoresce red]	0.1	88[may fluoresce red]	i	83[may fluoresce red]	?	0	87[may fluoresce red]

13 neighbouring records from above, for reference:
SMILES	LAP4-GFP MLPCN	Efflux pump mplx	CIT2-GFP yeast	CR mimetic SO	MEP2 TOR yeast	RPL19A TOR yeast	AHR act	AGP1 TOR yeast
COc1cc(C2C(C#N)=C(C)NC3=C2C(=O)c2ccccc23)cc(OC)c1OC (configuration not stated)	107	-0.1	108	109	105	106	113*	110
CCOc1ccc(CNC(=O)c2ccc(NC(=O)C3=CSCCO3)cc2)cc1	97	-0.1	108	73	95	98	-1	104
CC(C)(C)c1cc(=O)n2c(C#N)c(C#N)nc2[nH]1	104	-0.2	103	78	103	103	-3	112
COc1ccc(-c2nnc3ccc(SCC(=O)Nc4cc(C)on4)nn23)cc1OC	97	0.3	97	105	102	105	3	101
N#C/C(=C\c1cccnc1)C(=O)Nc1ccc(SC(F)F)cc1	106	-0.2	97	90	103	105	4	91
CCc1ccc(-c2csc(NC(=O)C3=NN(c4ccccc4)C(=O)CC3)n2)cc1	104	0.0	106	112	106	106	19	101
COC(=O)c1cc(Br)c(=O)n(-c2ccc(OC)cc2)c1	106	-0.2	104	95	105	102	1	102
O=c1cc(-c2ccsc2)oc2cc(-c3ccc4c(c3)OCO4)ccc12	96	-0.3	92	87	97	97	21	99
O=S(=O)(CCc1nc2ccccc2[nH]1)c1ccc(Cl)cc1	90	0.1	101	90	103	100	0	93
O=C(O)CC1CCS(=O)(=O)C1 (configuration not stated)	99	0.1	84	100	94	93	0	99
O=S1(=O)C[C@@H]2N=C(N/N=C/c3ccccc3)S[C@@H]2C1	116	-0.1	114	124	111	108	-4	119
COc1ccc(/C=N/NC(=O)Nc2cccc3nsnc23)cc1OC	93	-0.1	98	112	104	99	5	100
COC1Cc2ccccc2N(C(=O)N2CCN(CCO)CC2)c2ccccc21 (configuration not stated)	80[may fluoresce red]	0.1	88[may fluoresce red]	i	83[may fluoresce red]	?	0	87[may fluoresce red]

Remaining list, next part
SMILES	LAP4-GFP MLPCN	Efflux pump mplx	CIT2-GFP yeast	CR mimetic SO	MEP2 TOR yeast	RPL19A TOR yeast	AHR act	AGP1 TOR yeast
CC(C)NC(=O)CN(C(=O)CCC(=O)Nc1nccs1)c1ccc2c(c1)OCO2	93	0.1	111	111	106	104	3	103
CCOc1ccc(NC(=O)CC2C(=O)N(c3cccc(OC)c3)C(=O)N2CCOC)cc1 (configuration not stated)	104	0.1	98	102	98	97	1	101
CN1OC(CC(=O)O)N(c2ccc(Cl)cc2)C1=O (configuration not stated)	96	0.0	·	98	100	103	2	101
Cc1nn(C(=O)CNC(=O)c2ccccc2)c(C)c1C	106	0.3	86	110	108	105	1	102
O=S(=O)(O)c1cc(OS(=O)(=O)c2ccccc2)cc2ccccc12	83	0.2	101	92	113	105	-2	102
CCC1C(=O)c2ccccc2N(C)C1=O (configuration not stated)	88	0.1	96	128	101	99	9	96
CCOCCCNC(=O)N[C@H](C(=O)OC)C(C)CC (some centres not stated)	112	0.0	104	96	99	103	1	107
N#Cc1cnn(-c2ccccc2)c1N	95	-0.1	100	90	103	100	1	100
CCOc1ccccc1NC(C)C(=O)NC(=O)NC1CCCCC1 (configuration not stated)	93	-0.1	91	103	93	93	1	93
O=C(/C=C/c1ccccc1Cl)NCCc1ccccc1	111	3.3*	79	110	102	97	6	97
O=C(CN1CCN(S(=O)(=O)c2ccccc2F)CC1)Nc1ccccc1C(=O)c1ccccc1	92	0.5*	95	98	93	101	3	105
CCN(CC)C(=O)CN(c1cc2c(cc1OC)oc1ccccc12)S(=O)(=O)c1ccc(C)cc1	103	0.0	118	111	102	100	3	108
Cc1cc(C=O)c(C)n1-c1cc(C(F)(F)F)ccc1N1CCOCC1	85	0.0	86	108	83	94	-5	107
